IP6K1 inh = IP6K1 kinase inhibition; activity change, % (series mostly up to about 58 µM); IP6K1 kinase, ADP-Glo luminescence, 2 h; hits give low values; 140,000 compounds, 0.81% hits; in the data active = activity change below about -25%
Target sequence (Q92551 whole entry, looked up): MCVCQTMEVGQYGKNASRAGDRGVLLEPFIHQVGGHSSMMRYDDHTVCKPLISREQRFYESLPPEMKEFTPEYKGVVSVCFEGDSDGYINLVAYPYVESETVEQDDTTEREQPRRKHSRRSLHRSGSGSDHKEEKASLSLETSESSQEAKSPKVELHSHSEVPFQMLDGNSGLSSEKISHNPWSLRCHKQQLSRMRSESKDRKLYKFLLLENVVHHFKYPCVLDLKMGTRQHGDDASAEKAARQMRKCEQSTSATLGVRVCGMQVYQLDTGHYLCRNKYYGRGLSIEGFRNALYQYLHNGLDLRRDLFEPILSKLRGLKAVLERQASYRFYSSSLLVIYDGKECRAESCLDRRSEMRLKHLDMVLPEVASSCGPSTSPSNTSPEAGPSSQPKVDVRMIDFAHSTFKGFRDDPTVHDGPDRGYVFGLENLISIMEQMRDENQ
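ADP-Glo luminescence measures ADP made by human IP6K1 during a 2 h RT reaction with ATP/IP6 (mix at 1.3 mM/130 uM); top library doses 57.5 and 19.1 uM final.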
SNCA expr inhib = reduces expression of the alpha-synuclein gene. HEK-293 SNCA-luciferase knock-in, luminescence, 24 h. 140,000 compounds, 0.17% hits. AID 1671194. Potency, µM (titrated, usually from 57.2 µM), for the others: at the top dose activity change, negative = inhibition, most hits filed as inhibitors;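 also: potency is read from the fitted curve at half-maximal effect; plate controls were DMSO cells for no effect and cell-free wells for full effect; nearly all actives have a fitted effect of over 45% in size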
FLuc inh = inhibitors of firefly (Photinus pyralis) luciferase; P08659; purified P. pyralis luciferase, luminescence, biochemical; Potency, µM (doses to about 115 µM), for the others: at the top dose activity change, negative = inhibition, actives largely listed as inhibitors; 76,000 compounds, 2.5% hits; AID 1347043; also: potency is read from the fitted curve at half-maximal effect; nearly all actives have a fitted effect of over 65% in size
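FLuc 10nM, D-luciferin 10uM, ATP 10uM, Mg acetate 10mM, Tris acetate pH 7.5, Tween/BSA; cpd qHTS; enzyme added last; CCD luminescence.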
NIH3T3 tox = cytotoxic compounds in NIH 3T3 cells. Potency, µM (highest dose often 96.7 µM), for inactives: top-dose activity change, negative = cytotoxicity, usual class: inhibitors. AID 1345082. NIH 3T3 viability, CellTiter-Glo ATP luminescence, 48-72 h. 94,000 compounds, 4.3% hits; also: potency is read from the fitted curve at half-maximal effect; nearly all actives have a fitted effect of over 55% in size
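Mouse fibroblast NIH 3T3 cells, 400 per well, received compound via pintool and were incubated for 48 or 72 hr prior to CellTiter-Glo ATP luminescence measurement.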
HEK293 viab = cell viability loss counter-screen. HEK-293-SNCA-luc viability, GF-AFC fluorescence, 24 h. 150,000 compounds, 0.12% hits. Potency, µM (top dose mostly 57.1 µM), for inactives: top-dose activity change, negative = cytotoxicity, actives largely listed as cytotoxic;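 also: potency is read from the fitted curve at half-maximal effect; 0% = DMSO-treated cells and -100% = medium-only wells without cells; nearly all actives have a fitted effect of over 30% in size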
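Cytotoxicity counterscreen: after 24 h compound treatment of genome-edited SNCA-luciferase HEK-293 cells, live-cell protease substrate GF-AFC read by fluorescence after 30 min; activity scaled between DMSO (0%) and medium-only (-100%), curves Hill-fitted.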
GPT2 inh = inhibitors of human GPT2 alanine aminotransferase | Potency, µM (series often up to 57.7 µM), without a hit: top-dose activity change, negative = inhibition, usual class: inhibitors | 100,000 compounds, 0.25% hits | Recombinant GPT2, coupled pyruvate oxidase/HRP Amplex Red fluorescence; also: potency is read from the fitted curve at half-maximal effect; nearly all actives have a fitted effect of over 60% in size; many of its hits are not listed in these tables
Target sequence (Q8TD30 whole entry, looked up): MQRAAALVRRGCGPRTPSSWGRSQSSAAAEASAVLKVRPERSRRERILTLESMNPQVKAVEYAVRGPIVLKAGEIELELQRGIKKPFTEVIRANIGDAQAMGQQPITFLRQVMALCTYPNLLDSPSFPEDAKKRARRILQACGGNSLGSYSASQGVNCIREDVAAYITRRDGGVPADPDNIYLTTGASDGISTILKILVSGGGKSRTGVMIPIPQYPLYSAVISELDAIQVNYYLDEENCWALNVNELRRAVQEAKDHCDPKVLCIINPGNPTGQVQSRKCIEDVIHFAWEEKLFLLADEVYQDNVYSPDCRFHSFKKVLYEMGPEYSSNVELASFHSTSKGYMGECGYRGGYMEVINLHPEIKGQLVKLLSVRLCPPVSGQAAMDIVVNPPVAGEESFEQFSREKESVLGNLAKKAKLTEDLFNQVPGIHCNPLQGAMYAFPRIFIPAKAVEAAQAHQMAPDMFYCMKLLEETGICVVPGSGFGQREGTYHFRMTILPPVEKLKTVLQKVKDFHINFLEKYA
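Fluorescence read-out: pyruvate from GPT2 turnover coupled to pyruvate oxidase, HRP and Amplex Red (0.2mM ThPP, 0.2U/mL PO and HRP, 50uM Amplex final). Substrates 250uM a-KG, 2mM L-alanine; enzyme 10ng/uL; 30 min RT.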
HEK cytotox = kills HEK 293 cells. 94,000 compounds, 6.6% hits. Potency, µM (highest dose often 115 µM), for the others: top-dose activity change, negative = cytotoxicity, most hits filed as inhibitors. HEK 293 viability, ATP luminescence (CellTiter-Glo), 48-72 h. AID 1345083; also: potency is read from the fitted curve at half-maximal effect; nearly all actives have a fitted effect of over 60% in size
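ATP-coupled CellTiter-Glo luminescence served as viability read-out, recorded 10 min after reagent addition at room temperature. HEK 293 cells, 250 cells/well, had been incubated with pintool-transferred compound for 48 or 72 hr at 37 degree Celsius.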
Starred values were filed as active, the others as inactive; i = inactive; ? = inconclusive; . = not tested or not shown; [ ] = remark or other dose. Unless noted, calls follow the shape of the dose curve; as a rule, active = well fitted curve in the direction sought with a large enough effect; inconclusive = small, poorly fitted or top-dose-only effect, or another doubt; inactive = no such curve, though single readings can be large; an effect the other way counts as inactive or inconclusive. Unless noted, % is scaled to controls: 0 for no effect and ±100 for the full control effect.

# | canonical_smiles | SNCA expr inhib | NIH3T3 tox | GPT2 inh | HEK cytotox | HEK293 viab | FLuc inh | IP6K1 inh
1 | CNC(=O)[C@@H]1CN(C(=O)c2cc(C)n(CCOC)c2C)C[C@H]1c1n[nH]c(C)n1 | 30% | 3% | 4% | ? | 0% | 0% | 8
2 | Cc1ccc(NC(=O)NCCOCCn2c(=O)oc3ccccc32)cc1F | 1% | . | . | . | 6% | . | 5
3 | CCCn1c(=O)c2[nH]c(C3CCCC3)nc2n(CCC)c1=O | 22% | . | 1% | . | -8% | . | .
4 | CC(C)(CC(=O)O)CC(=O)N[C@H]1C[C@H]2C(=O)Nc3ccc(-c4ccsc4)cc3C(=O)N2C1 | -2% | -2% | i | 1% | 8% | -7% | -11
5 | C#CCN[C@H]1C[C@@H]2c3[nH]c4ccccc4c3C[C@@H](C(=O)OC)N2[C@H](c2ccc(F)cc2)C1 | ? | ? | 1%[88.5 µM] | 28µM* | ? | -13%[172 µM] | -1
6 | CC(=O)c1ccc(N2CCN(C(=O)CCn3cnc4onc(-c5ccc(F)cc5)c4c3=O)CC2)cc1 | ? | . | . | . | 5% | . | 32
7 | O[C@H]1[C@H](NCc2ccc(F)cc2)[C@H]2CO[C@H](O2)[C@@H]1Oc1ccccc1 | -14%[87.6 µM] | -3%[138 µM] | -2%[88.5 µM] | -20%[172 µM] | -11%[87.6 µM] | -3%[172 µM] | 11
8 | COCCC(=O)N1CC(F)(F)C[C@H]1c1nc(COC)no1 | 4% | 3% | i | -2% | 2% | -12% | 7
9 | Fc1ccc(CN2C[C@@H](F)[C@@H](OCc3nc4ccccc4o3)C2)cc1 | ? | ? | -7%[88.5 µM] | ? | 1%[87.6 µM] | -2%[172 µM] | -2
10 | NC(=O)NCC(=O)N1CCCC(c2cc(N3CCOCC3)ncn2)C1 (centres undefined) | 11% | -3% | -4% | 3% | 1% | 1% | 6
11 | O=C(c1ccccc1F)N1CCCC2(C1)NC(=O)N(Cc1cccc(Cl)c1)C2=O (centres undefined) | ? | -6% | -4% | ? | -3% | 8% | -5
12 | C[S+](=O)([O-])CCn1ncc2cc(OCC3CCN(c4ncccn4)CC3)ccc21 | ? | -5%[138 µM] | -7%[88.5 µM] | ? | -1%[87.6 µM] | 45µM* | 5
13 | COc1cccc(C(=O)Nc2c(C(=O)Nc3ccc(F)cc3)oc3ccccc23)c1OC | 129%[activator] | . | . | . | -1% | . | -4
14 | O=C1[C@@H]2C[C@@H](CN2C(=O)c2ccccn2)Oc2ccccc2N1Cc1ccc(OC(F)(F)F)cc1 | -1% | -19% | -5% | ? | -10% | 3% | 14
15 | COc1cc(NC(=O)CN2CCN(S(=O)(=O)c3ccc(Br)cc3)CC2)cc(OC)c1 | -2% | . | . | . | -4% | . | 12

Sorted by SMILES length (descending): part of the list above
# | canonical_smiles | SNCA expr inhib | NIH3T3 tox | GPT2 inh | HEK cytotox | HEK293 viab | FLuc inh | IP6K1 inh
11 | O=C(c1ccccc1F)N1CCCC2(C1)NC(=O)N(Cc1cccc(Cl)c1)C2=O (centres undefined) | ? | -6% | -4% | ? | -3% | 8% | -5
10 | NC(=O)NCC(=O)N1CCCC(c2cc(N3CCOCC3)ncn2)C1 (centres undefined) | 11% | -3% | -4% | 3% | 1% | 1% | 6
3 | CCCn1c(=O)c2[nH]c(C3CCCC3)nc2n(CCC)c1=O | 22% | . | 1% | . | -8% | . | .

(more compounds)
# | canonical_smiles | SNCA expr inhib | NIH3T3 tox | GPT2 inh | HEK cytotox | HEK293 viab | FLuc inh | IP6K1 inh
16 | CS(=O)(=O)N1CCCC1c1noc(CCC(=O)NCC2CC2)n1 (centres undefined) | -17% | i | -5% | 6% | 5% | 0% | 17
17 | Cn1cnc(S(=O)(=O)N2CCCC(CO)CCNC(=O)CC2)c1 (centres undefined) | 14% | -3% | i | i | -7% | 5% | 4
18 | O=C1OC[C@@H]2CCN(Cc3ccccc3)Cc3ccccc3N12 | 29%[87.6 µM] | i | i | i | 2%[87.6 µM] | -4%[172 µM] | -4
19 | CCOC(=O)c1c(-c2ccc(Br)cc2)csc1NC(=O)c1ccccc1F | 6% | . | . | . | -5% | . | -9
20 | Cc1cccc(C(=O)NC2CCN(c3cc(-c4cccs4)[nH]n3)CC2)c1 | 28% | ? | i | ? | -2% | -13% | 32
21 | CNC(=O)c1cc(C2CC2)nc2c1c(C1CCN(C(=O)c3ccccc3)CC1)nn2C | . | -5% | . | i | . | . | -2
22 | CC(C)CCOc1ccc(Cn2c(=O)oc3ccccc32)cc1 | 18% | . | . | . | 6% | . | 8
23 | Cc1ccc(Cl)cc1NC(=O)C(=O)NCC(c1cccnc1)N1CCc2ccccc21 (centres undefined) | ? | . | . | . | -6% | . | 0
24 | COc1ccc(-c2cnnn2-c2ccc(NC(=O)c3ccccc3OC)cc2)cc1 | -6% | . | . | . | -10% | . | -5
25 | CSc1ncc2c(n1)-c1ccccc1N(Cc1ccccc1)S2(=O)=O | -1% | . | . | . | 0% | . | 7
26 | CCn1cnnc1CC1CCN(C(=O)Nc2ccccc2)C1 (centres undefined) | 1% | -5% | i | 4% | 5% | -10% | 14
27 | COc1ccc2c(c1)OCC(CNC(=O)c1csc(C(C)=O)c1)C2 (centres undefined) | 26% | -25% | i | -15% | 4% | -17% | -7
28 | OC[C@H]1CCN(c2ccnc3c(C(F)(F)F)cccc23)C[C@H]1O | -2% | -4% | 0% | ? | 1% | -20% | 11
29 | c1coc(CNc2ncnc3nc[nH]c23)c1 | -5% | . | i | . | -2% | . | .
30 | COCC(=O)NC[C@H]1CCN(Cc2ccncc2)C[C@H]1N(C)C | -4% | 1% | i | -2% | -10%[12.5 µM] | 5% | 6
31 | Cc1cccc(NC(=O)c2c(NC(=O)c3cccs3)sc3c2CCC(C)C3)c1 (centres undefined) | 5% | . | . | . | -2% | . | 48
32 | Oc1ccc(-c2nc(C3CC3)nc3c2CCN(Cc2ccc(F)cc2)CC3)cc1 | 17% | ? | i | ? | -10% | 4% | 25
33 | COc1ccc(NC(=O)N2CCN(S(=O)(=O)c3ccc4c(ccn4C)c3)CC2)cc1OC | 20% | . | . | . | 22% | . | 28
34 | C[C@H]1[C@@H]2[C@@H](O)C([C@H](C)C(=O)N3CCCC3)CC[C@@]2(C)CC[C@@H]1NC(=O)COc1ccccc1 (some centres undefined) | -24% | ? | 1% | -4% | 3% | -4% | -5
35 | CCOc1ccc(CCNC(=O)c2ccc(CS(=O)Cc3ccc(Cl)cc3)o2)cc1 (centres undefined) | -1% | . | . | . | -14% | . | 1
36 | COc1ccc(C(CNC(=O)c2oc3cc(C)c(C)cc3c2C)N2CCCCC2)cc1 (centres undefined) | 18% | . | . | . | 11% | . | 35
37 | O=C(NC1CC1)[C@@H]1C[C@H](Oc2ccccc2)CN1C(=O)c1n[nH]c(=O)c2ccccc12 | -1% | 2% | i | 1% | ? | 0% | 0
38 | CN(C)CCCC(=O)N1CCC2(CC1)CC(N[S+](C)(=O)[O-])c1ccccc12 (centres undefined) | 9% | i | -4% | i | 2% | . | 2
39 | COc1ccccc1CNC(=O)Cn1ncc2c3ccccc3n(Cc3ccccc3C)c2c1=O | -4% | . | . | . | -8% | . | 2
40 | Cc1ccc(NC(=O)CCS(=O)(=O)c2ccc3nc(C)sc3c2)c(C)c1 | 23% | . | . | . | 16% | . | -12
41 | O=C(NCc1ccc(Cl)cc1)c1cnc(N2CCOCC2)c2ccccc12 | ? | . | . | . | -6% | . | 2
42 | COCc1nc(C2CCN(C(=O)Cc3c[nH]c4ccccc34)C2)no1 (centres undefined) | 0% | 2% | i | i | 1% | 7% | -8
43 | COCC(=O)N(C1CCOCC1)C1CCN(C(=O)c2cc(F)ccc2Cl)CC1 | 5% | 0% | i | -5% | 10% | 4% | 3
44 | CC(=O)N1CCN(c2ncccc2-c2cc(-c3ccccc3)nc3c(C)noc23)CC1 | -4%[87.6 µM] | ? | 4%[88.5 µM] | -24%[172 µM] | 9%[87.6 µM] | 10%[172 µM] | -12
45 | COc1ccc(Cn2c3c(c(=O)n2Cc2ccccc2)CCN(C(=O)c2cccc(O)c2)C3)cc1 | 19% | ? | 0% | -5% | -1% | 0% | 6
46 | Cc1cccc(C)c1-c1cc(C(=O)NCCCc2ccccc2)c2cnn(C)c2n1 | ? | ? | 3% | ? | 1% | . | -3
47 | CCNC(=O)c1c(C)oc2c1CN(Cc1ccc(Br)o1)CC2 | -23% | ? | ? | ? | 6% | 1% | 11
48 | CCOc1ccc(Nc2ncnc3c2nc2n3CCCC2)cc1 | -20% | . | . | . | 0% | . | 0
49 | O=C(CCC1CCCN(S(=O)(=O)c2ccccc2F)C1)NC1CCS(=O)(=O)C1 (centres undefined) | -8% | -31% | -33% | -23% | 1% | -10% | 10
50 | O=C(c1ccccc1OCC1CCCN(Cc2ccc(O)c(F)c2)C1)N1CCCCC1 (centres undefined) | 3% | -2% | i | -19% | -8% | 2% | -5
51 | NC1CCCN(Cc2ccccc2F)C1 (centres undefined) | -16% | 1% | -3% | 4% | -2% | -8% | 6
52 | COc1ccc(CC(=O)N[C@@H]2CCNC[C@H]2O)c(OC)c1 | 2% | 1% | i | -3% | 5% | -1% | 10
53 | CC(C)c1nnc(C2CN(C(=O)Cc3ccccc3Cl)CC23CCOCC3)o1 (centres undefined) | 1% | 1% | i | -24% | -3% | -7% | 19

Entries from the list above with an NH in an aromatic ring, in the order listed:
# | canonical_smiles | SNCA expr inhib | NIH3T3 tox | GPT2 inh | HEK cytotox | HEK293 viab | FLuc inh | IP6K1 inh
1 | CNC(=O)[C@@H]1CN(C(=O)c2cc(C)n(CCOC)c2C)C[C@H]1c1n[nH]c(C)n1 | 30% | 3% | 4% | ? | 0% | 0% | 8
3 | CCCn1c(=O)c2[nH]c(C3CCCC3)nc2n(CCC)c1=O | 22% | . | 1% | . | -8% | . | .
5 | C#CCN[C@H]1C[C@@H]2c3[nH]c4ccccc4c3C[C@@H](C(=O)OC)N2[C@H](c2ccc(F)cc2)C1 | ? | ? | 1%[88.5 µM] | 28µM* | ? | -13%[172 µM] | -1
20 | Cc1cccc(C(=O)NC2CCN(c3cc(-c4cccs4)[nH]n3)CC2)c1 | 28% | ? | i | ? | -2% | -13% | 32
29 | c1coc(CNc2ncnc3nc[nH]c23)c1 | -5% | . | i | . | -2% | . | .
37 | O=C(NC1CC1)[C@@H]1C[C@H](Oc2ccccc2)CN1C(=O)c1n[nH]c(=O)c2ccccc12 | -1% | 2% | i | 1% | ? | 0% | 0
42 | COCc1nc(C2CCN(C(=O)Cc3c[nH]c4ccccc34)C2)no1 (centres undefined) | 0% | 2% | i | i | 1% | 7% | -8

Compound activity deposited in PubChem by National Center for Advancing Translational Sciences (NCATS).

Outcome played no part in choosing rows; 7.7% or so of the library scored in one or more.
